mIDH1 inhibitor: inhibitors of human mutant IDH1 R132H | IDH1-R132H enzyme, NADPH consumption, diaphorase/resazurin fluorescence | Potency, µM (highest dose often 76.6 µM), for inactives: at the highest dose activity change, negative = inhibition, usual class: inhibitors | 390,000 compounds, 0.093% hits | AID 602179; further: on the % scale 0 is the no-effect control and ±100 the full control effect; nearly all actives have a fitted effect of over 65% in size
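IDH1-R132H (0.5 ug/mL dispensed) in pH 7.5 Tris buffer was preincubated 30 min with compound, then given a substrate mix of 0.016 mM NADPH and 2 mM alpha-KG for 80 min at room temperature; remaining NADPH was read by diaphorase/resazurin fluorescence.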
Vif-APOBEC3F blk: Vif-A3F binding inhibition | HeLa A3F-eYFP + Vif (tagged APOBEC3F with the HIV-1 protein that degrades it), YFP fluorescence increase | Potency, µM (doses to about 46.1 µM), inactives show top-dose activity, negative = active | 390,000 compounds, 0.2% hits; further: % of control where 0% means no effect; nearly all actives have a fitted effect of over 65% in size
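HeLa cells stably expressing A3F-eYFP plus Vif, plated and incubated overnight at 37 deg C, then exposed to compounds overnight at 37 deg C. Blocked degradation read as raised yellow fluorescence (Ex 488/Em 500-530).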
12-LOX inh: inhibitors of human 12S-lipoxygenase ALOX12. P18054. purified 12hLO, xylenol orange hydroperoxide absorbance. Potency, µM (series often up to 108 µM), without a hit: at the top dose activity change, negative = inhibition, most hits filed as inhibitors. 580,000 compounds, 1.1% hits. AID 1671190; further: on the % scale 0 is the no-effect control and ±100 the full control effect
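Purified human 12hLO at 150 nM in 25 mM Hepes, 0.01% Triton X-100, pH 7.0, preincubated 15 min at room temperature with compound. Reaction started with 40 uM arachidonic acid, 30 min at room temperature. Hydroperoxide measured by Fe-xylenol orange, 573/405 nm absorbance ratio.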
Vif-APOBEC3G blk: Vif-A3G binding inhibition. Q9HC16. HeLa A3G-eYFP + Vif (tagged APOBEC3G with the HIV-1 protein that degrades it), YFP fluorescence, overnight. Potency, µM (series often up to 46.1 µM), for inactives: at the highest dose activity, negative = active, actives largely listed as inhibitors. 410,000 compounds, 0.076% hits. AID 602310;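 further: on the % scale 0 is the no-effect control and ±100 the full control effect; nearly all actives have a fitted effect of over 60% in size; hits raise eYFP signal because A3G escapes Vif-driven loss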
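HeLa cells stably expressing Vif and C-terminally eYFP-tagged A3G, seeded overnight at 37 deg C, then exposed to compound by pintool overnight at 37 deg C. Rise in yellow fluorescence (Ex 488/Em 500-530, Acumen) marks blocked Vif-driven A3G degradation.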
RXFP1 agonist: agonists of human relaxin receptor RXFP1. 370,000 compounds, 0.3% hits. Q9HBX9. HEK293T-RXFP1 cAMP TR-FRET, 30 min; response scale: percent of porcine relaxin response, buffer zero. Potency, µM (titrated, usually from 57.5 µM), without a hit: at the top dose activation, hits mostly activators; further: on the % scale 0 is the no-effect control and ±100 the full control effect; nearly all actives have a fitted effect of over 60% in size; many of its hits are not listed in these tables
Target sequence (Q9HBX9 whole entry, looked up): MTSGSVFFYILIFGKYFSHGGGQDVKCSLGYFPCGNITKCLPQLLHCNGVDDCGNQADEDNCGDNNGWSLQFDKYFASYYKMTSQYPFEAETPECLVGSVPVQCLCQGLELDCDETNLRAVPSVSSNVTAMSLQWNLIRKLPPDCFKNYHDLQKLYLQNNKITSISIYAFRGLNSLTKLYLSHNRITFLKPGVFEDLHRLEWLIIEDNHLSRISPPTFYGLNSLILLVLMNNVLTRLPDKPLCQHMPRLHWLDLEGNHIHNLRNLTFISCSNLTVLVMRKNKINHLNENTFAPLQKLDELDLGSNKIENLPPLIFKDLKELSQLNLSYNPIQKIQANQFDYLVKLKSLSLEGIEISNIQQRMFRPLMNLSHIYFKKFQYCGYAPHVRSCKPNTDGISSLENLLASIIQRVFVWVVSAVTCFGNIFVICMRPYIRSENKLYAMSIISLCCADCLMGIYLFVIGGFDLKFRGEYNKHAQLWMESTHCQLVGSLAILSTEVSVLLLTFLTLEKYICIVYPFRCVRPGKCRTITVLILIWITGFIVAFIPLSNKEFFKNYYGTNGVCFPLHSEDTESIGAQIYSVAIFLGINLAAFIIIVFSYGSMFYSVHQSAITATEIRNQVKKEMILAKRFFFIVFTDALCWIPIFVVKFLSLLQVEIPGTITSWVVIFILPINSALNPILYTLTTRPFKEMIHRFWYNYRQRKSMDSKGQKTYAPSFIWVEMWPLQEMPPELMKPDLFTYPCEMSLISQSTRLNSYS
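HEK293 cells stably expressing RXFP1, treated 30 min at 37C with compounds plus PDE4 inhibitor Ro 20174; cAMP measured by HTRF TR-FRET. Normalized to buffer and 29 nM porcine relaxin; EC50 by Hill fit.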
USP1 inh: blocks the human USP1/UAF1 deubiquitinase complex | recombinant USP1/UAF1, Ub-Rhodamine cleavage fluorescence | 390,000 compounds, 0.23% hits | O94782 | Potency, µM (series often up to 57.1 µM), inactives show at the top dose activity change, negative = inhibition, usual class: inhibitors; further: on the % scale 0 is the no-effect control and ±100 the full control effect; nearly all actives have a fitted effect of over 60% in size; inactives centre near -12
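High-throughput fluorogenic screen: 1nM USP1/UAF1 complex, Ub-Rho substrate 150nM final, 50mM HEPES pH 7.8 with 0.5mM EDTA, 0.1 mg/ml BSA, 1mM TCEP and 0.01% Tween-20.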
TrxR1 substrate: rat thioredoxin reductase 1 substrate activity; O89049; purified TrxR1 substrate turnover, NADPH consumption readout; Potency, µM (titrated, usually from 114 µM), for the others: at the highest dose activity change, negative = substrate turnover; 390,000 compounds, 0.01% hits; further: on the % scale 0 is the no-effect control and ±100 the full control effect; nearly all actives have a fitted effect of over 50% in size
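Rat TrxR1, dispensed at 90 nM, was prereduced with 400 uM NADPH (final) for 5 min at ~22 deg C, then incubated with compound 15 min before 400 uM selenite. A first-read NADPH fluorescence drop versus no-compound background flagged substrates.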
RGS4 inhibitor: inhibitors of human regulator of G protein signaling 4 | Potency, µM (titrated, usually from 114 µM), for the others: top-dose activity change, negative = inhibition, actives largely listed as inhibitors | Transcreener GDP fluorescence polarization, RGS4-accelerated GTP hydrolysis | P49798 | AID 504845 | 390,000 compounds, 0.039% hits; further: on the % scale 0 is the no-effect control and ±100 the full control effect; nearly all actives have a fitted effect of over 75% in size; some results filed as inactive show a strong effect at the top dose
Target sequence (P49798 whole entry, looked up): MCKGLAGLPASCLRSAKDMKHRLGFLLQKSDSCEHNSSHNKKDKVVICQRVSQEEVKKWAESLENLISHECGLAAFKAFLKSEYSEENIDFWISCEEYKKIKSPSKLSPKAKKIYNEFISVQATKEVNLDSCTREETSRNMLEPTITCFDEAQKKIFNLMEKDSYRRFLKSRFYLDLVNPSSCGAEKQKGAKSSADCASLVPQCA
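MLSMR compounds (23 nl, pin-transferred) preincubated 10 min at room temperature with a 500nM (2x) first reagent, then RGS4 at 900nM (2x) plus Transcreener GDP mix added; fluorescence polarization (620/688 nm) read before and after 90 min at 30 °C.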
TrxR1 inh: inhibitors of rat thioredoxin reductase 1 | recombinant rTrxR1, NADPH fluorescence consumption, selenite substrate | Potency, µM (titrated, usually from 114 µM), without a hit: top-dose activity change, negative = inhibition, usual class: inhibitors | 390,000 compounds, 1% hits; further: on the % scale 0 is the no-effect control and ±100 the full control effect; nearly all actives have a fitted effect of over 65% in size
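Rat TrxR1 (90 nM in the dispensed reagent) was pre-reduced with 400 uM NADPH for 5 min at room temperature, then incubated with compound for 15 min. After 400 uM selenite was added, NADPH fluorescence (Ex 340/Em 450 nm) was followed for 8 min.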
The depositor's hits bear a star; ? = inconclusive; / = not tested or not shown; & = joins results of further samples; [ ] = dose if it differs, or a comment. The call rests on the fitted dose curve; in most records, active means well fitted curve in the direction sought with a large enough effect; inconclusive means small, poorly fitted or top-dose-only effect, or another doubt; inactive means no such curve, though single readings can be large; an effect the other way counts as inactive or inconclusive. Potency means the concentration at half of the fitted maximal effect.

SMILES	mIDH1 inhibitor	Vif-APOBEC3F blk	12-LOX inh	Vif-APOBEC3G blk	RXFP1 agonist	USP1 inh	TrxR1 substrate	RGS4 inhibitor	TrxR1 inh
c1ccc(OCCOCCN2CCN(C(c3ccccc3)c3ccccc3)CC2)cc1	8%	-17%	?	-16%	-1.3%	-2%	-14%	23%	-10%
COc1ccc(OC)c(NC(=O)COC(=O)CSc2ccc(Cl)cc2)c1	11%	-5%	-21%	1%	1.9%	-18%	2%	-35%	7%
O=C(NC(=S)Nc1ccc(S(=O)(=O)N2CCCCC2)cc1)c1ccc(Cl)cc1	1%	3%	?	-6%	1.3%	-10%	-7%	-38%	-12%[57.1 µM]
Cc1nc(C(=O)N/N=C/c2[nH]ncc2Br)cs1	-2%	10%	0%	0%	-0.1%	-13%	-5%	4%	6%
COC(=O)c1cc2c(cc1Cl)N1CCCCCC1=NS2(=O)=O	-2%	2%	-1%	-1%	1.7%	-11%	4%	-30%	20%
Cc1cc(C)c(S(=O)(=O)NCCCN2CCOCC2)cc1Br	19%	-2%	7%	0%	-0.5%	?	8%	-5%	4%
COc1ccc([C@@H]2COc3c(ccc4c3C=CC(C)(C)O4)C2)c(OC)c1	-3%	1%	27%	-2%	/	8%	0%	16%	13%
CC1(C)CC(=O)C=C(c2ccc(Oc3ccccc3)cc2)C1=O	10%	0%	-8%	0%	/	-26%	/	/	/
COc1ccc(/C=C/C(=O)Oc2ccc(/C=N/NC(=O)c3ccccc3)cc2)cc1OC	-3%	-3%	2%	-1%	0.0%	-7%	-1%	0%	2%
CCNCCC(=O)N1c2ccccc2Sc2ccc(C(F)(F)F)cc21	-1%	3%	?	-2%	-4.1%	4%	2%	13%	-11%[57.1 µM]
C=CCNC(=S)N1N=C(c2ccco2)CC1c1ccco1 (stereo not drawn)	-7%	9%	0%	4%	/	-12%	-16%	18%	-30%
CC(CCc1ccccc1)NC(=O)c1ccc(F)cc1 (stereo not drawn)	3%	-12%	23%	0%	-1.5%	-7%	6%[57.1 µM]	-26%	31%[57.1 µM]
CC(=O)c1cccc(NC(=O)c2nc(-c3ccccc3)n(-c3cccc(Cl)c3)n2)c1	6%	0%	-15%	-4%	?	?	-6%	-10%	4%
C/C(=N\NC(=O)CNC(=O)c1ccc(F)cc1)c1ccco1	5%	7%	-14%	0%	-0.1%	-7%	-4%	-7%	16%
CCCCN(C(=O)Nc1ccccc1)C1CCS(=O)(=O)C1 (stereo not drawn)	10%	1%	358%[activator]	-6%	2.5%	-23%	7%	10%	33%
CCCOc1ccc(C2=NC(c3ccncc3)=Nc3ccc(C)cc3N2)cc1	/	/	-18%	/	-2.8%	-15%	-8%	3%	12%
COc1ccc(S(=O)(=O)N2CCC(C(=O)NCC3CCCO3)CC2)cc1C (stereo not drawn)	8%	-2%	2%	3%	0.6%	0%	1%[57.1 µM]	5%	0%[57.1 µM]
CC(=O)Nc1nc(-c2ccc(Br)s2)cs1	1%	-1%	0%	1%	1.3%	-14%	-10%	15%	13%[57.1 µM]
CCCCCNC(=O)C(C#N)c1nc2ccccc2nc1N1CCCC1 (stereo not drawn)	11%	7.1µM*	-24%	-17%	-2.0%	?	15%	-42%	10%
CC1CCCCC1NC(=O)C1CC=CCC1C(=O)O (stereo not drawn)	2%	0%	0%	1%	-0.3%	-14%	-3%	-6%	-1%

Profiles, quoted from the list. Order of screens: mIDH1 inhibitor, Vif-APOBEC3F blk, 12-LOX inh, Vif-APOBEC3G blk, RXFP1 agonist, USP1 inh, TrxR1 substrate, RGS4 inhibitor, TrxR1 inh
CC(=O)c1cccc(NC(=O)c2nc(-c3ccccc3)n(-c3cccc(Cl)c3)n2)c1 in the list: 6%, 0%, -15%, -4%, ?, ?, -6%, -10%, 4%
CCCCN(C(=O)Nc1ccccc1)C1CCS(=O)(=O)C1 (stereo not drawn) in the list: 10%, 1%, 358%[activator], -6%, 2.5%, -23%, 7%, 10%, 33%
CCNCCC(=O)N1c2ccccc2Sc2ccc(C(F)(F)F)cc21 in the list: -1%, 3%, ?, -2%, -4.1%, 4%, 2%, 13%, -11%[57.1 µM]

Further structures follow.
SMILES	mIDH1 inhibitor	Vif-APOBEC3F blk	12-LOX inh	Vif-APOBEC3G blk	RXFP1 agonist	USP1 inh	TrxR1 substrate	RGS4 inhibitor	TrxR1 inh
CCCCCCCn1c2c(c(=N)c3ccccc31)CCC2	18%	2%	?	-7%	-3.3%	-14%	1%	-27%	17%
COc1ccc(-c2cc(C(=O)N3CCN(c4ncccn4)CC3)c3ccccc3n2)cc1	6%	9%	-10%	-10%	2.6%	-18%	63%[activator]	-40%	-8%
COC(=O)COC(=O)c1ccc(-n2nnnc2SC)cc1	21%	-3%	-5%	0%	-0.4%	-22%	-1%	10%	-7%
C=CCN1C(=O)[C@@H]2Cc3c([nH]c4ccccc34)C(c3ccc(O)cc3)N2C1=S (stereo partly drawn)	-6%	?	/	?	3.2%	-12%	-7%	-46%	-6%
O=C(NCc1ccccc1)c1c[nH]c2cc3c(cc2c1=O)OCCO3	6%	2%	4%	-1%	6.0%	-5%	-3%	26%	3%
CCOc1ccc(NC(=O)c2nn(C)c(C(=O)Nc3ccc(OCC)cc3)c2[N+](=O)[O-])cc1	0%	-6%	98%[activator]	0%	-0.4%	-12%	7%[57.1 µM]	0%	14%[57.1 µM]
Cc1cc(/C=c2\sc3nc4ccccc4n3c2=O)c(C)n1-c1ccc(C(=O)O)cc1	10%	-24%	?	2%	0.3%	3%	5%[57.1 µM]	-2%	11%[57.1 µM]
CN1CCN(C(=O)c2cc(COc3ccc(F)cc3Cl)on2)CC1c1ccccc1 (stereo not drawn)	-9%	-11%	22%	0%	-1.5%	0%	-6%	12%	-2%
Nc1ccc(C(=O)OCc2nc3ccccc3[nH]2)cc1	1%	7%	4%	0%	-0.1%	-19%	-4%	-9%	-4%
COc1ccccc1N1CCN(Cc2cccs2)CC1	7%	-31%	?	-2%	2.0%	4%	8%	29%	11%
CN1C(=O)/C(=C2\SC(=S)N(NC(=O)c3cccnc3)C2=O)c2ccccc21	-2%	0%	0%	2%	-2.6%	-7%	-6%	-18%	-18%
CCOC(=O)C1CCCN(C(=O)Cn2ncc3c([nH]c4ccccc43)c2=O)C1 (stereo not drawn)	-5%&7%	1%&1%	?	-1%&-2%	3.4%&5.3%	-21%&-20%	14%&9%	-6%&-10%	22%&18%
COC(=O)c1cc(C(=O)OC)cc(N2C(=O)CC(NNC(=O)c3ccccc3Cl)C2=O)c1 (stereo not drawn)	6%	0%	3%	-3%	1.8%	-11%	-9%	-27%	-4%
O=C(Cn1nnc(-c2ccccc2)n1)N1CCN(S(=O)(=O)c2ccc(Cl)cc2)CC1	-4%	0%	0%	-2%	1.1%	-6%	-9%	2%	0%
CCOc1ccc(N(CC(=O)N2CCC(Cc3ccccc3)CC2)S(C)(=O)=O)cc1	-1%	3%	-3%	4%	-1.8%	-12%	1%[57.1 µM]	-3%	6%[57.1 µM]
CCOc1ccc(S(=O)(=O)NC2CCCCC2C)cc1 (stereo not drawn)	10%	0%	10%	-6%	/	-23%	14%	-8%	19%
c1ccc(CSc2ccc(-c3ccco3)nn2)cc1	5%	9%	?	0%	3.2%	-19%	-18%[57.1 µM]	1%	-66%
CN(C)C(=S)Nc1ccc2c(c1)OCO2	-2%	0%	?	1%	-0.6%	4%	-4%	?	-12%
COc1ccccc1CNC(=O)C1CCCN(S(C)(=O)=O)C1 (stereo not drawn)	-4%	-3%	6%	0%	-1.4%	1%	6%	-9%	11%
CCN(CC)c1nc(-c2ccccc2)nc2ccccc12	6%	12%	0%	3%	0.4%	-21%	-3%[57.1 µM]	2%	2%[57.1 µM]
CC1(C)C2CCC1(C)C(OCCNCCOC(=O)Nc1ccccc1)C2 (stereo not drawn)	-3%	-4%	-3%	-1%	-0.8%	-13%	-2%	8%[11.4 µM]	25%
CCCCCCc1nc2c(=O)[nH]c3ccccc3c2o1	-1%	1%	24%	0%	11%	-9%	8%	-5%	26%
CCN(Cc1ccccc1)C(=O)Cn1c(=O)oc2ccccc21	0%	5%	-6%	0%	-1.3%	4%	8%	-1%	29%[57.1 µM]
CS(=O)(=O)Nc1nnc(SCC(=O)N(c2ccccc2)c2ccccc2)s1	2%	0%	-19%	1%	3.4%	-1%	5%[57.1 µM]	-1%	1%[57.1 µM]
Cc1oc2ccc(OCc3ccccc3Cl)cc2c1C(=O)O	11%	-2%	37%	2%	2.8%	-5%	-2%	42%	4%
COc1ccc(-c2nc3scc(CCNS(=O)(=O)c4cc(F)ccc4OC)n3n2)cc1OC	0%	-2%	-2%	3%	3.6%	-11%	-1%[57.1 µM]	9%	12%[57.1 µM]
CCCSc1nc2c(cnn2-c2ccc(C)c(C)c2)c(=O)[nH]1	6%	2%	-6%	1%	2.2%	?	5%	7%	28%
CN(Cc1cccnc1)C(=O)Cc1ccc(NS(=O)(=O)c2cccc(C(F)(F)F)c2)cc1	-9%	1%	-13%	4%	-1.1%	-7%	2%	0%	20%
CCCc1c(C)c2cccc(C)c2[nH]c1=O	11%	/	172%[activator]	0%	1.7%	6%	-11%	39%	-11%
COc1ccc(N(Cc2cc3cc(OC)ccc3[nH]c2=O)S(C)(=O)=O)cc1	2%	1%	?	1%	1.8%	-6%	29%	-34%	2%

Compound activity deposited in PubChem BioAssay by National Center for Advancing Translational Sciences (NCATS).

The list is partial, so the mix of outcomes need not match the whole.
